BaF3 parental = parental Ba/F3 cell viability inhibition, counter-screen for JAK2V617F inhibitor project, murine pro-B, CellTiter-Glo luminescence; CellTiter-Glo ATP luminescence; inhibition, % at 5.6 µM; actives 1.1% (n = 220,000); AID 1486, 2009;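 active = inhibition above a per-campaign cutoff, the mean inhibition of all tested compounds plus 3 SD, cut at about 27% in these data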;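 also: 0% = DMSO wells and 100% = JAK Inhibitor I control wells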
RBBP9 inh = human RBBP9 inhibitors, primary screen, biochemical, fluorescence polarization, FP-Rh probe, HTS; Serine hydrolase RBBP9 (Homo sapiens), O75884; recombinant RBBP9; inhibition, % at 7.94 µM; actives 0.2% (n = 220,000);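 active = inhibition above the campaign mean of all tested compounds plus 3 SD, cut at about 14% in these data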;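 also: plate controls were DMSO wells with RBBP9 for no effect and wells lacking RBBP9 protein for full effect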
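Assay system: recombinant human RBBP9; Reagent: Serine-hydrolase probe FP-Rh, 375 nM pre-mixing; Doses: 7.94 µM single dose, 0.794% DMSO; Incubation: 30 min then 45 min, 25 °C; Detection: fluorescence polarization (mP), excitation 525 nm, emission 598 nm; Evaluation: percent inhibition from mP, scaled between DMSO and no-protein wells.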
Tb hexokinase = Trypanosoma brucei hexokinase 1 inhibitors, primary screen, biochemical, G6PDH-coupled NADH absorbance, MLSCN library | hexokinase 1 [Trypanosoma brucei] | recombinant TbHK1, G6PDH-coupled NADH A340 | inhibition, % at 10 µM | actives 0.11% (n = 220,000) | AID 1430, 2008;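 active = inhibition of 50% or more in the single-dose primary screen; inactive = inhibition below 50%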
Furin inhibitor = human furin inhibitors, primary screen, biochemical, fluorescence intensity | P09958 | purified furin, fluorogenic substrate cleavage | inhibition, % at 30 µM | actives 0.061% (n = 220,000); in the data active = inhibition above about 25%; also: inactives centre near -15
Target sequence (P09958 108-714 limits assumed): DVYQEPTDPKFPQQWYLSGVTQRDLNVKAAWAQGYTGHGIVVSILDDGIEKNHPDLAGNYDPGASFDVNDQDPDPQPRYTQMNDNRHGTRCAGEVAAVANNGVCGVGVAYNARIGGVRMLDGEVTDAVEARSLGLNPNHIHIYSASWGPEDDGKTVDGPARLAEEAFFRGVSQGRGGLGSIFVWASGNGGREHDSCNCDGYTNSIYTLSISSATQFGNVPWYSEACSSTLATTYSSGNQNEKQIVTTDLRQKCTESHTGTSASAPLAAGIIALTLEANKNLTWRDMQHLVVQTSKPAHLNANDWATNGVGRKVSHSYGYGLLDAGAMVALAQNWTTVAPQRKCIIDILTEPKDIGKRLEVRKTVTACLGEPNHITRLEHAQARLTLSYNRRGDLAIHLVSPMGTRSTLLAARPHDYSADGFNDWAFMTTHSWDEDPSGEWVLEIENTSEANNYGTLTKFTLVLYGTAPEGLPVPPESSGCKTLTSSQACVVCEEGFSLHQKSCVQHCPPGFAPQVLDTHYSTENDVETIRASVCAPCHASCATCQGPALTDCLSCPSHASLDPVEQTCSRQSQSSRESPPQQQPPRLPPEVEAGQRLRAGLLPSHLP
p47phox inh = p47phox/p22phox peptide binding inhibitors, primary screen, biochemical, uHTS, NADPH oxidase regulatory subunit; fluorescence polarization, 2 h; inhibition, % at 24.7 µM; actives 0.53% (n = 220,000); AID 1274, 2008;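 active = inhibition above about 30%, limit read from the data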;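 also: 0% = p47phox with labelled peptide and 100% = labelled peptide alone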
Target sequence (P14598 whole entry, looked up): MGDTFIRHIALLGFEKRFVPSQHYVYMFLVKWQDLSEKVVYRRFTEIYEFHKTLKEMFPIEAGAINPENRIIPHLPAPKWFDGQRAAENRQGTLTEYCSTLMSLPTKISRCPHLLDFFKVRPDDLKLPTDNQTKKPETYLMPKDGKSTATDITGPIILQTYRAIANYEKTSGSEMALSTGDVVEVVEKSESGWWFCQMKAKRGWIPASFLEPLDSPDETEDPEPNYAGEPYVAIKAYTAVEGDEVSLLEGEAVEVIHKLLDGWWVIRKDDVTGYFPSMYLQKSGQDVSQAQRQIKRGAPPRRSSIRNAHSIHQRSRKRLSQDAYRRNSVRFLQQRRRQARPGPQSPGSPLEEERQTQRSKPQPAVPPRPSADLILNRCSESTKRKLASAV
PPC-1+TRAIL kill = compounds killing PPC-1 cancer cells with TRAIL present, primary screen, TRAIL potentiator project, ATPLite luminescence, uHTS; PPC-1 cells + TRAIL, ATPLite viability luminescence; cell killing (% activity), % at 4 µM; actives 0.41% (n = 220,000);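 active = cell killing above 50% in the first pass at 4 µM, then a duplicate retest at 5 µM averaging 50% or more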;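 also: plate controls were cells with TRAIL plus DMSO for no effect and medium-only wells lacking cells for full effect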
EP2 antag = human EP2 receptor antagonists, primary screen, TR-FRET cAMP, C6 glioma cells. Prostaglandin E2 receptor EP2 subtype (Homo sapiens), P43116. C6 glioma cells expressing human EP2; cells stimulated with saturating PGE2. inhibition, % at 25 µM. actives 0.52% (n = 260,000). AID 1422, 2008;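 active = percent inhibition above 40 after rounding to a whole number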;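 also: rat C6 glioma host cells with rolipram phosphodiesterase inhibitor present; the protocol text gives 20 µM as final concentration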
Ba/F3 V617F tox = reduced viability of JAK2V617F-dependent Ba/F3 cells, primary screen, JAK2V617F inhibitor project, cell-based, Ba/F3 EpoR-JAK2V617F, luminescence; AID 1446, 2008; ATP luminescence; actives 1.1% (n = 220,000); inhibition, % at 5.6 µM;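 active = inhibition above the campaign mean plus 3 SD over all tested compounds, cut at about 24% in these data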;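 also: cytokine-independent growth of Ba/F3 cells driven by EpoR plus mutant JAK2; 0% = DMSO-treated cells and 100% = JAK inhibitor I control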
p97 inhibitor = inhibitors of human p97 ATPase, primary screen, biochemical; Transitional endoplasmic reticulum ATPase (Homo sapiens), P55072; recombinant p97 ATPase, Kinase-Glo ATP luminescence, 3 h; inhibition, % at 8 µM; actives 0.42% (n = 220,000); AID 1481, 2009; in the data active = inhibition above about 15%;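 also: 0% = DMSO vehicle and 100% = wells lacking enzyme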
* hit, by the source's call; & = joins results of further samples; [ ] = dose if it differs, or a comment. This is a subset (hit frequency here may not be typical).

Start of the data: the first 3 records (preview)
#	SMILES	BaF3 parental	RBBP9 inh	Tb hexokinase	Furin inhibitor	p47phox inh
1	CSc1cccc(CNC(=O)CC2C(=O)NCCN2CC(C)(C)C)c1 (stereo not given)	-2	-9	-8	-15	3
2	CCSc1nc2c([nH]c3ccccc32)c(=O)n1C	3	-3	-1	-28	1
3	O=C(Nc1ccccc1)N1CCCN(c2ccc(C(F)(F)F)cc2[N+](=O)[O-])CC1	1	-1	5	-22	3

#	PPC-1+TRAIL kill	EP2 antag	Ba/F3 V617F tox	p97 inhibitor
1	-17	4	-3	2
2	9	5	-3	4
3	4	11	-5	1

All compounds of this part, from the start:
#	SMILES	BaF3 parental	RBBP9 inh	Tb hexokinase	Furin inhibitor	p47phox inh
1	CSc1cccc(CNC(=O)CC2C(=O)NCCN2CC(C)(C)C)c1 (stereo not given)	-2	-9	-8	-15	3
2	CCSc1nc2c([nH]c3ccccc32)c(=O)n1C	3	-3	-1	-28	1
3	O=C(Nc1ccccc1)N1CCCN(c2ccc(C(F)(F)F)cc2[N+](=O)[O-])CC1	1	-1	5	-22	3
4	CN1CCOCCOCCOCCN(C)C1=S	3	-7	-1	-32	-6
5	CCn1c(-c2cc(-c3ccccc3)sc2N)n[nH]c1=S	1	1	-18	-24	7
6	CN=c1scc(-c2cc(OC)ccc2OC)n1/N=C/c1c(C)[nH]c2ccccc12	8	-1	-20	-12	-90
7	CCCOC(=O)C1[C@H]2C(=O)N(CC3CCCO3)C[C@]23C=C[C@H]1O3 (stereo not given in full)	5	6	-3	-19	-16
8	COc1ccc2cc(C3CC(c4ccco4)=NN3S(C)(=O)=O)c(Cl)nc2c1 (stereo not given)	-2	-18	-19	-6	-22
9	CN(c1ccccc1)S(=O)(=O)c1ccc(C(=O)OCC(=O)N2CCOCC2)cc1	8	-2	6	-8[20 µM]	-15
10	O=C(CSc1nnc(SCc2ccccc2)s1)N/N=C/c1c(Cl)cccc1Cl	7	-5	-5	-22	-4

#	PPC-1+TRAIL kill	EP2 antag	Ba/F3 V617F tox	p97 inhibitor
1	-17	4	-3	2
2	9	5	-3	4
3	4	11	-5	1
4	5	13	-3	3
5	13	4	-3	6
6	-7	12	-2	4
7	12	11	-2	-3
8	-3	6	-7	14
9	5	9	5	1
10	26	17	0	0

The results go on:
#	SMILES	BaF3 parental	RBBP9 inh	Tb hexokinase	Furin inhibitor	p47phox inh
11	COc1ccc(N(C(=O)c2ccccc2OC)C2C=CS(=O)(=O)C2)c(OC)c1 (stereo not given)	2	-8	-3	-28[20 µM]	1
12	CCCC(=O)NC(c1ccco1)c1cc(Cl)c2cccnc2c1O (stereo not given)	4	-6	42	-9	-2
13	Cc1ccc(C2CC2C(=O)NNC(=S)Nc2cccc(C)c2)cc1 (stereo not given)	4	-6	10	-15[20 µM]	-2
14	COc1ccc(N=C2S/C(=C\c3ccc(OC(C)C(=O)O)c(OC)c3)C(=O)N2CCc2c[nH]c3ccccc23)cc1 (stereo not given)	8	-6	-11	-16	-41
15	Cc1cccc(N2C(=O)C(O)=C(C(=O)c3cccs3)C2c2ccc(Cl)cc2)n1 (stereo not given)	2	-5	-20	-8	-18
16	O=S(=O)(Nc1ccc(C(F)(F)F)cn1)c1ccccc1	-1	2	-4	-19	-10
17	O=S(=O)(c1ccccc1)N(Cc1ccccc1)c1ccccn1	6	3	-2	-8[20 µM]	-9
18	O=C(Nc1cccnc1)c1ccc(S(=O)(=O)N2CCCCCC2)cc1	5	-14	-4	-4[20 µM]	-5
19	CCOc1ccc(N(CC(=O)Nc2ccccc2C)S(=O)(=O)c2c(C)[nH]c(=O)[nH]c2=O)cc1	1	-3	-3	-15	0
20	CN1C(=O)CC(N2CCN(c3ccc(Cl)c(Cl)c3)CC2)C1=O (stereo not given)	0	-2	4	-17[20 µM]	-38

#	PPC-1+TRAIL kill	EP2 antag	Ba/F3 V617F tox	p97 inhibitor
11	6	8	-1	3
12	-9	11	7	0
13	0	1	0	-2
14	20	17	-2	1
15	1	16	-4	8
16	18	9	-5	6
17	25	6	1	0
18	-16	-5	6	-7
19	9	0	5	-6
20	0	5	-3	3

Single records, as listed above:
Record of Cc1cccc(N2C(=O)C(O)=C(C(=O)c3cccs3)C2c2ccc(Cl)cc2)n1 (stereo not given) → BaF3 parental = 2; RBBP9 inh = -5; Tb hexokinase = -20; Furin inhibitor = -8; p47phox inh = -18; PPC-1+TRAIL kill = 1; EP2 antag = 16; Ba/F3 V617F tox = -4; p97 inhibitor = 8
Record of COc1ccc(N=C2S/C(=C\c3ccc(OC(C)C(=O)O)c(OC)c3)C(=O)N2CCc2c[nH]c3ccccc23)cc1 (stereo not given) → BaF3 parental = 8; RBBP9 inh = -6; Tb hexokinase = -11; Furin inhibitor = -16; p47phox inh = -41; PPC-1+TRAIL kill = 20; EP2 antag = 17; Ba/F3 V617F tox = -2; p97 inhibitor = 1
Record of O=S(=O)(Nc1ccc(C(F)(F)F)cn1)c1ccccc1 → BaF3 parental = -1; RBBP9 inh = 2; Tb hexokinase = -4; Furin inhibitor = -19; p47phox inh = -10; PPC-1+TRAIL kill = 18; EP2 antag = 9; Ba/F3 V617F tox = -5; p97 inhibitor = 6

Continuation.
#	SMILES	BaF3 parental	RBBP9 inh	Tb hexokinase	Furin inhibitor	p47phox inh
21	COc1cccc(Nc2nc(-c3sc(NC(=O)c4ccccc4)nc3C)cs2)c1	7	-6	-11	-13[20 µM]	-30
22	Cc1ccc(OCC(=O)Nc2ccc(O)c(C(=O)O)c2)cc1C	1	-1	-8	-18[20 µM]	-21
23	CCn1cc([N+](=O)[O-])c(C(=O)N2N=C(c3ccc(OC)cc3OC)CC2c2ccccc2O)n1 (stereo not given)	1	-7	-11	-8	-15
24	CCc1ccc(NC(=O)C(=O)NNC(=O)COc2cccc(OC)c2)cc1	2	-6	-3	-27	-16
25	O=C1c2cccc([N+](=O)[O-])c2C(=O)N1c1cccnc1	9	1	-1	-19	-4
26	COCCN(C(=S)Nc1ccccc1OC)C1CCN(C(C)C)CC1	2	-8	2	-20	-1
27	CCOC(=O)C1Cc2ccccc2C(=O)O1 (stereo not given)	4	-5	-3	-17	-6
28	CNC(=O)c1ccsc1NC(=O)c1ccc2c(c1)CCCC2	5	-16	-1	-18	-32
29	COCCSc1ccccc1C(=O)NCc1ccc2c(c1)OCO2	-1	-11	0	-20[20 µM]	-4
30	Cc1ccc(-c2nc(NC(=O)CSc3nnnn3-c3ccccc3)ns2)cc1	6	-3	2	-20	12

#	PPC-1+TRAIL kill	EP2 antag	Ba/F3 V617F tox	p97 inhibitor
21	31	27	6	-5
22	6	9	-2	2
23	5	9	-5	5
24	12	7	-1	8
25	-21	9	3	-1
26	11	7	2	-3
27	19	10	-1	0
28	40	11	0	-2
29	14	10	-5	1
30	16	17	4	-5

More results:
#	SMILES	BaF3 parental	RBBP9 inh	Tb hexokinase	Furin inhibitor	p47phox inh
31	Cc1ccc(-n2nc(C)c(NS(=O)(=O)c3ccccc3)c2C)cc1C	3	0	0	-15[20 µM]	-23
32	COc1ccc(Nc2nc(OC)nc(N3CCOCC3)n2)cc1	4	-8	2	-1	-1
33	C=CCn1c(-c2cnn(-c3ccccc3)c2N)n[nH]c1=S	0	-8	4	-4	-1
34	Cc1cc(C(=O)COC(=O)CC2Sc3ccccc3NC2=O)c(C)n1-c1ccccc1 (stereo not given)	10	-12	7	-14	-60
35	CC1(C)CC(=O)c2c(n(-c3cccc4ccccc34)ccc2=O)C1	3	-2	-5	-11[20 µM]	-6
36	Cn1c(=O)c2ncn(CC(=O)NCCOc3ccc(C(C)(C)C)cc3)c2n(C)c1=O	5	-3	-2	-17[20 µM]	-8
37	NC(=O)C1CCCN(C(=O)c2ccc(Cl)cc2)C1 (stereo not given)	4	-3	5	-8[20 µM]	-12
38	COc1cccc(C(=O)Nc2cnn(C(C)C)c2)c1	1	3	8	-17	-9
39	COc1ccc2[nH]c(C(=O)N(C)c3ccc(F)cc3F)cc2c1	0	0	7	-12	-1
40	CC1=NN(C(C#N)c2ccc([N+](=O)[O-])cc2)C(C)(C)C1 (stereo not given)	-1	-4	-24	-4	-9

#	PPC-1+TRAIL kill	EP2 antag	Ba/F3 V617F tox	p97 inhibitor
31	-3	9	-2	1
32	15	11&6	-1	3
33	33	0	3	-2
34	16	5	2	-8
35	-8	10	-4	2
36	5	7	3	-2
37	20	7	-1	6
38	12	5	-1	-1
39	-4	17	2	2
40	7	6	4	-3

The list continues:
#	SMILES	BaF3 parental	RBBP9 inh	Tb hexokinase	Furin inhibitor	p47phox inh
41	O=C(NCCCNc1ccc(C(F)(F)F)cc1[N+](=O)[O-])c1ccc(Cl)cc1	3	11	-1	-24[20 µM]	-6
42	CN(c1ccccc1)S(=O)(=O)c1cccc(C(=O)Nc2nccs2)c1	6	-5	-2	-21	-13
43	O=C(NCc1ccncc1)C(=O)NCC(c1ccco1)N1CCN(c2ccccc2F)CC1 (stereo not given)	7	0	28	-9	-11
44	O=C(c1ccccc1)N1CCN(c2ncnc3sc4c(c23)CCC4)CC1	6	-10	-2	-20[20 µM]	-12
45	NC(=O)c1ccsc1NC(=O)COC(=O)CSc1ccc(Cl)cc1	5	0	0	-13	2
46	CC1CN(C(=O)c2cc3cc([N+](=O)[O-])ccc3s2)CC(C)O1 (stereo not given)	2	-4	3	-22	3
47	Nc1c(C(=O)O)sc2nc(-c3ccccc3)cc(-c3ccc(F)cc3)c12	2	-16	-14	-17	-22
48	Nn1c(COc2ccccc2)nc2ccccc2c1=O	3	0	4	0	-7
49	Cc1nc(C(F)(F)F)nc(Nc2ccc(N=Nc3ccccc3)cc2)c1C#N	6	1	-11	-2	2
50	Cc1cc(-c2n[nH]c(=S)n2CC(C)C)cs1	3	-11	-3	-24	-3

#	PPC-1+TRAIL kill	EP2 antag	Ba/F3 V617F tox	p97 inhibitor
41	3	10	-5	5
42	-7	5	-1	7
43	-4	5	2	4
44	27	13&16	2	0
45	7	3	1	3
46	-4	8	-3	3
47	-16	12	-2	12
48	1	13	-2	-15
49	4	5	1	3
50	6	4	-2	6

More entries:
#	SMILES	BaF3 parental	RBBP9 inh	Tb hexokinase	Furin inhibitor	p47phox inh
51	COc1ccc(S(=O)(=O)Cc2ccc(C(=O)NCc3ccco3)o2)cc1	2	-5	-7	-16	-7
52	O=C(/C=C/c1ccccc1[N+](=O)[O-])OCC(=O)c1ccccc1	7	-2	-2	-22	-14
53	C=CCNCCOCCOc1ccc(C)cc1Br	7	9	26	-11	-4
54	CCC(C)N(NC(C)=O)c1nc(Cl)nc(NC(C)C)n1 (stereo not given)	7	-10	0	-13[20 µM]	-8
55	COc1ccc(C2C(C(=O)c3ccco3)=C(O)C(=O)N2CCc2ccccc2)cc1OC (stereo not given)	7	-5	-21	-5	-23
56	CC(=O)c1sc(NC(=O)c2ccccc2C)nc1C	12	-11	-18	-25	-6

#	PPC-1+TRAIL kill	EP2 antag	Ba/F3 V617F tox	p97 inhibitor
51	-2	3	-4	-2
52	1	5	0	4
53	22	14	1	4
54	14	11	0	8
55	-5	14	-3	4
56	-5	14	0	-1

Bioassay records deposited in PubChem by several laboratories.
